# Phagocytosis inh – inhibitors of macrophage phagocytosis, primary screen, imaging, J774A.1 cells, IgG beads; inhibition, % at 5 µM; J774A.1 macrophage IgG-bead phagocytosis; 110,000 compounds, 0.07% hits; AID 1029, 2008;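 active means inhibition above the mean of the plate negative controls plus 5 SD, cut at about 13% in these data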;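 further: phagocytic index as fraction of beads internalized from green versus red external bead signal; plate controls were DMSO negative control for no effect and cytochalasin-D positive control for full effect; some results beyond the cut were filed as inactive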
# Measles CPE – compounds protecting cells from measles virus cytopathic effect, primary screen, measles RdRp inhibitor project, single point, MLSMR library, absorbance; Measles virus-infected cells, CPE protection; protection (pct of control), % at 4 µM; 140,000 compounds, 1.5% hits; in the data active means protection mostly above about 24%, no sharp cut-off; inactive means mostly below about 26%; further: some compounds called inactive have numbers as strong as hits
# NPY Y2 blocker – NPY-Y2 receptor antagonists, primary screen, cell-based | 140,000 compounds, 0.99% hits | AID 793, 2007 | NPY-Y2 expressing cells, antagonist mode | inhibition, % at 2.7 µM; in the data active means inhibition above about 17%;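 further: 0% = vehicle with agonist challenge and 100% = reference antagonist with challenge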
# Target sequence (P49146 whole entry, looked up): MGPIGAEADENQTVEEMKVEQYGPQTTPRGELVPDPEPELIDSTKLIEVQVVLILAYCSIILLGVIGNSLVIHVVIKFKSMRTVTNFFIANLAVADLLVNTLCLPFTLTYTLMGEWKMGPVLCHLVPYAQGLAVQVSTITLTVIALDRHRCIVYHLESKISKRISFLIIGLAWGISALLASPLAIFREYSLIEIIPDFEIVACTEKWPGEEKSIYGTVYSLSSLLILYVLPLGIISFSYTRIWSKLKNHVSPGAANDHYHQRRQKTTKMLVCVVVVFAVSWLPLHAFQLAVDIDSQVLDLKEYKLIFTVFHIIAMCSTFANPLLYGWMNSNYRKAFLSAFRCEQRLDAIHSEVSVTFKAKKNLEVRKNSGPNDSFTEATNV
# MRP-1 activ – H69AR viability gain despite doxorubicin, primary screen, MRP-1 activator project, H69AR cells, CellTiter-Glo; viability rescue; viability increase, % at 10 µM; 140,000 compounds, 0.61% hits;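 active means viability gain under doxorubicin at or above a set limit, the compound median plus 3 SD, cut at about 4.7% in these data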;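 further: MRP-1 overexpressing cells given doxorubicin 25 µM after compound pretreatment; 18-22 h compound pretreatment then 72 h with doxorubicin before readout; 0% = doxorubicin-only wells and 100% = vehicle-treated cells without doxorubicin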
# BB579 growth dn – growth inhibitors of yeast BB579 in restrictive medium, primary screen, yeast lifespan-shortening project, S. cerevisiae; OD615, 48 h; inhibition, % at 10 µM; 140,000 compounds, 0.51% hits; AID 804, 2007;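 active means inhibition above a set limit, 3 SD over the mean compound inhibition, cut at about 44% in these data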; further: inactives centre near -24
#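 Detection: OD615 turbidity measurement; Material: Saccharomyces cerevisiae DeaD strain BB579, replicative lifespan model yeast; Timing: 48 h exposure, 30 °C; Doses: single 10 µM dose; Medium: CSMM-D restrictive synthetic medium containing dextrose (glucose); Controls: amphotericin B at 10 µg/mL as positive control.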
# HCT116 PTEN-null – growth suppression of PTEN-null HCT116, primary screen, cell-based, CellTiter-Glo; viability, % at 10 µM; HCT116 PTEN-null viability, 60 h; hits give low values; 140,000 compounds, 1.2% hits;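 active means viability at or below a set limit, 4 SD under the median of all tested compounds, cut at about 3.7% in these data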;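 further: PTEN knockout HCT116 line with beta catenin targeted HCT116 as companion control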
# Yeast life ext – compounds extending yeast replicative lifespan, primary screen, S. cerevisiae, OD615; inhibition of the nicotinamide effect, % at 10 µM; AID 775, 2007; 130,000 compounds, 0.68% hits; S. cerevisiae growth with nicotinamide; deaD strain in restrictive glucose medium;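 active means inhibition above a set limit, placed 3 SD over the median of all compounds, cut at about 26% in these data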;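 further: 0% = nicotinamide-treated wells and 100% = cells grown without nicotinamide; some compounds called inactive have numbers as strong as hits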
#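 assay system = DeaD-strain S. cerevisiae | measured by = absorbance at 615 nm | probe or stimulus = nicotinamide 1.5 mM | buffer or medium = CSMM-D glucose medium, restrictive | times = 48 h at 30 °C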
# E-sel TNF inh – E-selectin induction blockers in HUVEC – imaging, immunofluorescence, high content, primary screen. 120,000 compounds, 0.71% hits. HUVEC TNFa-induced E-selectin immunofluorescence. AID 1246, 2008. inhibition, % at 2 µM;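 active means inhibition above the batch mean plus 3 SD, and confirmed as a hit on visual image review, cut at about 43% in these data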;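 further: 0% = TNF-stimulated DMSO wells and 100% = unstimulated control wells; not every result past the cut was called active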
# GALR2 antag – GALR2 antagonists in receptor-expressing cells, primary screen; 140,000 compounds, 0.39% hits; Galanin receptor type 2 (Homo sapiens), O43603; AID 828, 2007; antagonist mode; inhibition, % at 4 µM; in the data active means inhibition above about 27%;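 further: cells stimulated with galanin 1-16 at roughly its EC80; 0% = agonist challenge control and 100% = basal control without agonist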
# Target sequence (O43603 whole entry, looked up): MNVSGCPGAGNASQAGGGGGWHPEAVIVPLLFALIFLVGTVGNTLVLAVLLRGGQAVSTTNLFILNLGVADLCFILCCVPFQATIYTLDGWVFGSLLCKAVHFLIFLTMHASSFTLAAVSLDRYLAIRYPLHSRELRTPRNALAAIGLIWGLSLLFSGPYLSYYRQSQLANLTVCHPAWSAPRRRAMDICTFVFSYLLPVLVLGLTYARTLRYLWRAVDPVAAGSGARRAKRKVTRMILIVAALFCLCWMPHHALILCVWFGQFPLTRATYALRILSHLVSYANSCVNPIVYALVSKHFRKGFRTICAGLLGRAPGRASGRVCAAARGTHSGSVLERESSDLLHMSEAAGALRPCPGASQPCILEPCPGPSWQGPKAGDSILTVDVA
# bCat KO growth – primary screen for growth suppressors in beta-catenin knockout HCT116 cells (colon tumor, human). HCT116 beta-catenin knockout viability, CellTiter-Glo, 60 h; hits give low values. viability, % at 10 µM. 140,000 compounds, 1.5% hits;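 active means viability at or under a set limit, the compound median less 4 SD, cut at about 6% in these data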;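 further: 0% = Hyamine 1622 control at 20 µM and 100% = untreated cell control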
# Active calls of the source: *; / = not tested or not shown. An unsorted share of the library; 6.1% or so of the library scored in one or more.
SMILES,Phagocytosis inh,Measles CPE,NPY Y2 blocker,MRP-1 activ,BB579 growth dn,HCT116 PTEN-null,Yeast life ext,E-sel TNF inh,GALR2 antag,bCat KO growth
COC(=O)CCC/C=C1/SCC(NC(=O)c2ccccc2)C1O (centres undefined),-1.0,3.8,4.9,-2.1,-19.3,86.6,-13.7,-1.7,-10.3,95.1
O=C(CSc1ncnc2scc(-c3ccccc3)c12)N1CCN(Cc2ccc3c(c2)OCO3)CC1,-8.5,40.4,12.7,-4.6,-30.9,79.7,8.3,3.9,3.8,83.4
CCCCN(C(=S)Nc1ccccc1)C1CCS(=O)(=O)C1 (centres undefined),/,5.2,2.6,-3.6,-12.6,87.5,0.5,29.4,-1.4,93.6
COn1c(=O)c(=O)n(OC)c2ccccc21,-3.7,4.3,-1.6,-2.1,-25.7,91.1,-10.9,-19.3,2.6,92.0
CCOc1ccc2nc(NS(C)(=O)=O)sc2c1,-1.1,7.3,5.4,-2.4,-42.8,111.3,0.2,-19.6,6.3,93.8
CCOC(=O)Nc1cc(=O)c2ccccc2o1,-0.5,12.9,3.8,-3.9,-39.2,26.9,-22.9,/,3.8,23.6
O=C(CSc1nnc(Nc2ccccc2)s1)NCc1cccs1,-7.2,22.4,1.3,-1.4,-40.4,86.8,5.8,2.9,-11.2,89.3
COC(=O)COc1ccc(S(=O)(=O)Nc2ccccc2SC)cc1,/,4.9,0.4,-3.1,-39.5,86.7,2.7,7.5,-0.5,92.5
CCOC(=O)c1nnn(-c2nonc2-n2cccc2)c1CCl,7.3,21.8,1.6,-2.6,-21.1,85.1,55.0*,-7.3,3.5,85.0
Cc1ccc2nc(-c3ccc(NS(=O)(=O)c4ccccc4)cc3)sc2c1,-1.6,20.6,1.5,-2.7,-30.7,87.1,-0.4,/,-8.3,89.5
CCn1cc(/C=C/C(=O)Nc2ccn(Cc3c(F)c(F)c(F)c(F)c3F)n2)cn1,-1.4,6.5,0.5,-3.9,-2.2,94.1,6.0,0.2,11.2,105.9
C=CCn1c(NCCOC)nc2c1c(=O)n(C)c(=O)n2C,-0.8,7.5,5.5,0.2,-46.8,98.8,-3.1,/,2.2,97.5
COc1ccc(NC2=Nc3cccc4cccc2c34)cc1,-6.7,4.0,4.6,-3.3,-6.1,76.6,-3.8,/,27.3*,98.2
Cc1ccc(C)c(N(CC(=O)N(C)C)S(C)(=O)=O)c1,4.1,5.2,2.9,-2.8,11.0,95.7,-0.7,8.4,-8.1,93.2
CN1CCN(Cc2c(O)c(Cl)cc3c(-c4ccccc4)cc(=O)oc23)CC1,-0.9,2.0,0.7,-2.7,-23.8,100.5,-20.2,19.3,12.2,95.6
O=C(NCC1CCCO1)c1cc(-c2ccc(Cl)cc2Cl)on1 (centres undefined),/,0.2,4.7,4.2,0.2,80.4,-19.1,8.3,-10.6,83.3
O=C(COC(=O)CCc1c[nH]c2ccccc12)NC(c1ccccc1)c1ccccc1,-1.7,12.7,6.2,0.4,-22.1,97.4,-4.7,/,-3.6,94.8
Cc1ccc(-c2nn3c(C)nnc3s2)cc1NC(=O)c1ccc(-c2ccc(Cl)cc2Cl)o1,-0.7,2.2,19.5*,-4.5,1.1,3.2*,/,-52.3,-2.6,2.3*
Cc1[nH]c2ccccc2c1/C=C(\C#N)C(=O)NC(C)c1ccccc1 (centres undefined),0.4,27.9,1.4,-3.2,3.5,69.3,-33.4,9.7,2.9,69.6
Cc1ccc2cc(CN(C(=O)c3ccco3)c3ccccc3)c(=O)[nH]c2c1,-0.4,9.7,7.0,-2.1,-36.6,95.8,-8.3,/,-0.8,96.6
Cc1cc(C)c(NC(=O)C(C)OC(=O)c2cc(Br)c(Br)s2)c(C)c1 (centres undefined),-10.3,13.8,5.5,-1.2,-32.0,54.4,3.5,/,0.2,86.0
COc1ccccc1C/C(N)=N/OC(=O)c1cccc([N+](=O)[O-])c1,0.1,15.6,1.5,-2.6,-18.0,92.7,-9.6,-65.3,-1.4,93.6
O=C(CCCN1C(=O)/C(=C/c2ccccc2Cl)SC1=S)NNC(=O)c1ccccc1Cl,-5.3,4.3,1.3,-3.1,-34.5,45.0,4.0,/,-5.0,38.8
Cn1c(CN2CCOCC2)nnc1SCC(N)=O,-2.3,7.2,2.0,0.2,-40.9,102.3,-6.3,-5.5,-5.8,98.9
COc1cc(OC)c(-c2nnc3n(CCc4ccccc4)c(=O)c4ccccc4n23)cc1OC,-10.6,16.8,3.7,0.7,-19.9,66.3,-5.1,/,1.8,73.8
CCC(C(=O)N1CCc2cc(OC)c(OC)cc2C1)c1ccccc1 (centres undefined),0.5,14.7,4.5,-1.9,-65.5,95.2,-5.4,99.9*,-9.9,89.6
CC1CCN(c2c(NCc3ccc(C(=O)N4CCc5ccccc54)cc3)c(=O)c2=O)CC1,/,6.0,2.4,-4.7,1.1,20.7,-13.1,13.3,14.7,18.9
COC(=O)Nc1ccc2c(c1)ncn2C1CCCCC1,-1.4,18.3,1.2,1.1,-7.3,102.5,-5.1,-1.2,1.3,98.2
CCOC(=O)C(C(=O)OCC)C(CC(=O)C1CC1)c1ccccc1 (centres undefined),-1.9,14.6,16.8,-2.9,20.1,73.3,-0.9,/,-6.7,86.9
Cc1cccc(OCCNC(=O)c2ccc(Oc3ccc(C(F)(F)F)cc3[N+](=O)[O-])cc2)c1,-4.1,14.5,8.7,8.2*,-38.4,82.6,-0.3,-43.7,1.7,73.1
Cc1cccc(NC(=O)CSc2nnc(CCC(=O)Nc3ccc(C)c(Cl)c3)n2C)c1,-0.6,9.6,-0.4,-0.2,-42.2,86.5,-11.5,-9.5,7.3,85.7
CCOc1cc(NC(=O)c2ccco2)c(OCC)cc1NC(=O)CCC(=O)NCc1cccnc1,/,13.5,1.0,-1.9,-92.3,94.6,-9.9,11.5,-15.0,84.9
Cn1nc(-c2ccc(Cl)cc2)c2cc(C(=O)N3CCN(C(=O)c4ccco4)CC3)sc21,1.4,5.4,0.0,-1.6,-2.8,64.8,-14.0,-7.8,6.0,72.8
COc1ccc(Cc2nnc(N/N=C/c3ccccc3O)[nH]c2=O)cc1OC,-6.0,2.0,1.6,-1.8,-57.0,9.2,-3.0,16.7,-15.0,6.9
CC(NC(=O)OC(C)(C)C)C(=O)N1CCCC1C(=O)NC(Cc1ccccc1)C(N)=O (centres undefined),0.1,30.9,1.1,-0.9,-6.3,96.5,-3.6,2.2,-7.3,102.7
O=C(Nc1ccc(Cl)cc1Cl)C1=Cc2ccccc2OC1,0.2,2.0,6.0,-2.2,-33.1,81.7,-8.0,39.2,-7.8,94.5
C/C(=N\NC(=O)c1ccc(Cn2cc(Br)cn2)o1)c1cccc(NC(=O)C(C)C)c1,-5.0,12.8,-2.6,1.7,-5.4,106.0,-3.7,19.0,8.2,108.0
Cc1cc(NC(=O)c2ccc(S(=O)(=O)N(C)C)cc2)n(-c2ccccn2)n1,/,5.9,6.2,-3.6,-37.9,90.3,-20.5,-3.2,-6.4,96.4
Cc1ccnc2c(N3C(=O)C4C5C=CC(C5)C4(C)C3=O)cccc12 (centres undefined),-0.7,5.5,0.4,-2.1,9.0,101.0,-5.2,/,5.2,110.4
CC(=O)c1c(N2CCN(c3ccccc3)CC2)nc(=S)n(-c2ccccc2)c1C,-0.3,19.8,-1.4,-1.2,-34.5,90.9,-17.5,29.8,0.4,94.0
COc1ccc(N2CCN(Cc3nc(N)nc(Nc4ccccc4OC)n3)CC2)cc1,-3.2,15.9,4.3,-4.7,-15.5,96.4,-0.6,-5.0,1.8,85.8
N#C/C(=C/c1ccc(N2CCOCC2)c([N+](=O)[O-])c1)C(N)=O,0.1,3.0,1.6,-0.5,-38.6,109.5,-11.5,2.3,-1.4,105.7
Cc1cc(C)cc(OCC(=O)OC/C(O)=C(\C#N)c2nc3ccccc3[nH]2)c1,-7.3,4.3,0.8,-2.5,-65.5,5.5,4.4,6.9,-7.2,3.9*
C/C(=N\NC(=O)c1cccc(S(=O)(=O)Nc2cccc(Cl)c2)c1)c1cccs1,7.8,3.6,0.2,5.6*,-11.8,66.7,-1.8,/,-6.2,73.0
COC(=O)C1=C(C)N(c2cccc(C(C)=O)c2)C(=O)C1,2.3,21.5,1.5,-2.8,-18.1,88.1,-2.4,-15.8,-1.3,92.6
CC(C)(C)C1CCC2(CC1)NC(=S)N(c1ccccc1)N2 (centres undefined),/,4.5,2.4,-2.1,-14.3,90.9,/,-42.2,19.8,87.6
O=C(CCCC(=O)N(CC(=O)NC1CCCC1)Cc1ccc(F)cc1)Nc1ccccn1,/,15.5,2.9,-2.8,-29.9,92.2,33.8,-18.2,4.3,93.4
O=C(CNC(=O)c1cccs1)c1ccc([N+](=O)[O-])cc1,-3.9,27.1,-0.3,-1.3,-45.8,92.2,1.4,/,-7.8,89.9
O=C(c1ccccc1)N1CCN(c2ccccc2F)CC1,/,14.0,0.3,-0.1,-92.3,92.0,-15.5,70.7*,-6.3,88.8
COc1ccc(-c2ccc(=O)n(CC(=O)Nc3ccc(C(=O)NC4CC4)cc3)n2)cc1OC,/,6.0,1.4,-3.1,-27.2,89.0,-16.8,10.3,-4.6,107.4
Cn1c(Cn2cnc3ccccc32)nnc1SCC(=O)CC(=O)Nc1ccccc1,-0.2,18.6,-2.6,1.2,-35.8,88.8,-5.8,/,0.3,94.5
COc1ccc(NC(C)=O)cc1NC(=O)CSc1nc2ncccc2[nH]1,-0.1,7.5,3.0,-1.6,-39.1,103.4,-7.2,-26.5,-13.1,113.4
Cc1cccc(N2CCN(C(=O)C3CCN(S(=O)(=O)c4cccnc4)CC3)CC2)c1C,/,17.6,0.6,-1.5,-1.9,81.2,-12.0,-7.2,-0.3,81.2
Nc1c(C(=O)Nc2ccccc2)sc2nc3c(c(-c4ccco4)c12)CCC3,-1.5,21.2,0.5,-0.9,-28.8,68.6,-2.8,-14.3,22.1,67.0
Cc1csc(NC(=O)C2CCCN2C(=O)OCC(C)C)n1 (centres undefined),0.0,10.5,2.4,-3.3,-6.7,94.7,-4.4,-3.0,9.4,96.2
O=S(=O)(Nc1cccc(C(F)(F)F)c1)c1cccnc1,-4.8,7.7,8.0,1.0,-34.2,77.2,3.8,/,8.1,75.3
COc1ccccc1NC(=O)N1CCN(c2ccc(F)cc2)CC1,/,4.9,1.2,2.0,-33.2,105.0,/,-12.2,-7.1,96.7

# Assay outcomes from PubChem BioAssay.
